Bioassay records: PubChem, The Scripps Research Institute Molecular Screening Center
ADAM17 inh: ADAM17 inhibitors, primary screen, biochemical, QFRET; recombinant ADAM17, EDANS/DABCYL FRET peptide cleavage; inhibition, % at 6.95 µM; 0.83% of 370,000 active; AID 720648, 2013;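 active = inhibition above the mean of compounds lying between control limits plus 3 SD, set per campaign, cut at about 8.5% in these data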;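 note: 0% = DMSO-only wells as the low control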
ASAP1 GAP inh: inhibitors of human ASAP1 ArfGAP activity, primary screen, biochemical, fluorescence polarization. AID 624377, 2012. ASAP1-stimulated ARF1 GTP hydrolysis, GDP FP detection. 0.19% of 360,000 active. inhibition, % at 16.5 µM; in the data active = inhibition above about 25%;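 note: 0% = vehicle with enzyme and substrate and 100% = no enzyme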
Tn7 DDE FP: inhibitors of Tn7 peptide binding to fibrin DD(E), primary screen, biochemical, fluorescence polarization, human fibrin, Tn7 probe | inhibition, % at 8.3 µM | AID 720508, 2013 | 0.13% of 370,000 active | FP displacement of FITC-Tn7 peptide from fibrin DD(E); 0% = median of compound wells per plate;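 active = inhibition above the mean of compounds falling within the control limits plus 3 SD of them, cut at about 14% in these data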;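 note: 0% = plate median of compound wells and 100% = 10 µM Aha-Tn7 peptide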
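Assay system: Human clot-derived fibrin DD(E) complex | Buffer or medium: Tris/NaCl/CaCl2 buffer, pH 7.8 | Repeats: One replicate per compound | Benchmarks: Aha-Tn7 high control | Measure: % inhibition scaled between sample-field median and high-control FP | Schedule: 10 min plus 3 h, room temperature | Signal: Fluorescence polarization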
UHRF1 binding: UHRF1 methylated DNA binding inhibitors, primary screen, counter-screen for MBD2 inhibitor project, biochemical, TR-FRET, human UHRF1, single concentration. E3 ubiquitin-protein ligase UHRF1 (Homo sapiens), Q96T88. UHRF1 binding to methylated oligo. inhibition, % at 4.4 µM. 0.75% of 370,000 active; in the data active = inhibition above about 21%;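 note: UHRF1 SRA domain binding a hemimethylated CpG hairpin DNA probe; 0% = median of test compound wells and 100% = reference inhibitor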
Target sequence (Q96T88 whole entry, looked up, the tested form may be a part): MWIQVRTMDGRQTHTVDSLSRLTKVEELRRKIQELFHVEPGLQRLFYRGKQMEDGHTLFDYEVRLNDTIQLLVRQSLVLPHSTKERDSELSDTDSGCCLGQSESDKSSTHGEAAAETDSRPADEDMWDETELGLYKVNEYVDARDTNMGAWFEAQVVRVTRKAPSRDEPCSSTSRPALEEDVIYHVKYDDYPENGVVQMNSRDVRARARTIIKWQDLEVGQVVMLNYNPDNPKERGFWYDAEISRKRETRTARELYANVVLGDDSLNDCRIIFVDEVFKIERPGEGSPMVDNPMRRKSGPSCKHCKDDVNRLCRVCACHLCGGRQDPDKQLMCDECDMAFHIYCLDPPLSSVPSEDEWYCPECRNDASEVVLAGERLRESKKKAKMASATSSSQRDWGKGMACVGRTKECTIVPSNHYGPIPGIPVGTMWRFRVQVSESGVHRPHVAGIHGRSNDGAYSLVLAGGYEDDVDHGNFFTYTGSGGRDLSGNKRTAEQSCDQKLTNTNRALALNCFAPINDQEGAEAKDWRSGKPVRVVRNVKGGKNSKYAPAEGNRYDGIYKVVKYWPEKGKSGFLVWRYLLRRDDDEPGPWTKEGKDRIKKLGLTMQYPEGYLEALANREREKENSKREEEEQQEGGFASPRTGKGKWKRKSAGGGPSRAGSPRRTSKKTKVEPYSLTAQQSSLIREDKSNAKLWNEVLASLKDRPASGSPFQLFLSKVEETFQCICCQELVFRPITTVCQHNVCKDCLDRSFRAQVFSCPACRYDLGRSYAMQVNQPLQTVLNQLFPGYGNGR
KLK7 zymogen act: proKLK7 zymogen activators, primary screen, biochemical, fluorescence intensity; Kallikrein-7 (Homo sapiens), P49862; purified proKLK7, EDANS-DABCYL substrate fluorescence; 100% is mature enzyme control, 0% vehicle; activation, % at 7 µM; 0.9% of 370,000 active; AID 652039, 2013;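 active = activation above the mean of all tested compounds plus 3 SD, computed per campaign excluding outliers beyond control limits, cut at about 13% in these data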
DDE Tn6 FP inh: inhibitors of Tn6 peptide binding to fibrin DD(E), primary screen, biochemical, fluorescence polarization, human fibrin, Tn6 probe. Fibrinogen beta chain (Homo sapiens), P02675. Fibrin DD(E) TRITC-Tn6 fluorescence polarization displacement. inhibition, % at 8.3 µM. 0.21% of 370,000 active;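 active = inhibition above a per-campaign cutoff: mean of compounds within control limits plus 3 SD, cut at about 15% in these data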;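 note: 0% = median of all compound wells on the plate and 100% = blocking peptide control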
PLCb3 inh: human PLC-beta3 inhibitors, primary screen, biochemical, fluorescence | 0.18% of 370,000 active | AID 720704, 2013 | inhibition, % at 12.2 µM | Purified PLC-beta3, fluorogenic substrate | 1-phosphatidylinositol 4,5-bisphosphate phosphodiesterase beta-3 (Homo sapiens), Q01970; in the data active = inhibition above about 11%;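 note: 0% = median of compound wells on plate and 100% = full blocker control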
ARFGAP1 inhibitor: inhibitors of rat ARFGAP1 GAP activity, primary screen, biochemical, fluorescence polarization, GDP tracer; 0.26% of 360,000 active; ADP-ribosylation factor GTPase-activating protein 1 (Rattus norvegicus), Q62848; inhibition, % at 16.5 µM; AID 651572, 2012; Arfgap1-stimulated ARF1 GTP hydrolysis, GDP FP detection;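 active = inhibition above a per-plate limit, mean inhibition of low control wells plus 3 SD, cut at about 25% in these data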;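 note: 0% = DMSO wells with enzyme and 100% = wells lacking Arfgap1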
Target sequence (Q62848 1-136 limits assumed): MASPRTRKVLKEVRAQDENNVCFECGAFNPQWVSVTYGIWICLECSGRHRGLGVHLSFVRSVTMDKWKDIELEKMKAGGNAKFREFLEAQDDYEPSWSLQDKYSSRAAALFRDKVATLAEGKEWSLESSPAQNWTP
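Material – truncated rat Arfgap1 GAP domain · Buffer or medium – HEPES-based buffer, pH 7.5 · Reagent – human ARF1(Δ1-17)-GTP substrate · Dosing – 16.5 µM single point, 1.26% DMSO · Schedule – GTP hydrolysis reaction 2 h at 25 °C · Technique – GDP detection by fluorescence polarization · Benchmarks – No-Arfgap1 wells (100%) versus DMSO full-reaction wells (0%) · Repeats – single replicate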
MBD2 DNA inh: inhibitors of MBD2 binding to methylated DNA, primary screen, biochemical, TR-FRET, DNA-binding domain, human; Methyl-CpG-binding domain protein 2 (Homo sapiens), Q9UBB5; MBD2 binding to methylated oligonucleotide; inhibition, % at 4.4 µM; 0.31% of 370,000 active; AID 686964, 2013; in the data active = inhibition above about 13%
PLC-gamma1 inh: PLC-gamma1 enzyme inhibitors, primary screen, biochemical, fluorescence, purified enzyme; 1-phosphatidylinositol 4,5-bisphosphate phosphodiesterase gamma-1 (Homo sapiens), P19174; fluorogenic substrate; inhibition, % at 12.2 µM; 0.84% of 370,000 active; AID 720700, 2013; in the data active = inhibition above about 9.5%
* hit, by the source's call.

structure	ADAM17 inh	ASAP1 GAP inh	Tn7 DDE FP	UHRF1 binding	KLK7 zymogen act	DDE Tn6 FP inh	PLCb3 inh	ARFGAP1 inhibitor	MBD2 DNA inh	PLC-gamma1 inh
Cc1cccc(C)c1NC(=O)C1(C)CN(S(C)(=O)=O)CC(=O)N1Cc1ccc2c(c1)OCO2 (configuration not stated)	-5	2	3	-2	0.2	-12	3	-4	-3	0
CC(O)c1nc2cc([N+](=O)[O-])ccc2n1Cc1ccccc1 (configuration not stated)	-3	-2	5	1	0.1	3	-8	7	3	0
COc1ccc(C(=O)NC2CCN(Cc3c(F)cccc3Cl)CC2)cc1OC	-2	-7	2	4	-0.1	-4	-3	-14	2	5
CCOC(=O)[C@]12CCC=C1N(Cc1ccccc1)C(=O)[C@H](CC(=O)NCCCCc1ccccc1)C2	2	6	-9	-3	0.6	-11	3	5	-1	-1
COC(=O)CCCCCN1C(=O)/C(=C\c2ccncc2)SC1=S	1	8	-2	4	0.2	2	-6	6	1	2
COc1cc(C2CC(=O)Oc3cc(OC)c(OC)c(OC)c32)cc(OC)c1OC (configuration not stated)	-5	2	3	-1	0.0	-3	-2	-1	-4	0
C=CCNC(=O)/C=C/c1c(F)cccc1Cl	5	1	2	-4	0.6	-5	-4	-8	-4	-2
O=C(CCNS(=O)(=O)c1ccc(Br)s1)N1CCCCC1	-2	-2	-1	4	0.5	1	5	5	-1	4
O=C(O)CCC(CNS(=O)(=O)c1ccccc1)C(F)(F)F (configuration not stated)	-4	5	3	1	-0.9	-3	0	10	0	2
O=C(NC1CCCCCCC1)c1cc([N+](=O)[O-])ccc1Cl	1	2	9	-3	0.3	9	0	-4	-3	4
CC1CCc2cc(F)ccc2N1C(=O)c1cccnc1 (configuration not stated)	-1	-3	2	-2	0.3	1	-5	-1	1	2
COc1cc(/C=N/NC(=O)c2cncc(Br)c2)cc([N+](=O)[O-])c1O	-3	-8	3	-1	-0.5	-3	-5	-13	-1	0
CCOC(=O)C1=C(C)N(C)C(=S)NC1c1ccccc1 (configuration not stated)	4	3	-4	2	0.2	0	4	-8	-9	8
CC(CCc1ccccc1)NC(=O)COC(=O)c1cccn1C (configuration not stated)	-1	8	7	-2	0.0	7	-7	-2	-2	2
O=C(O)CN1C(=O)/C(=C\c2cc(Br)ccc2OCc2ccc([N+](=O)[O-])cc2)SC1=S	-2	2	2	-4	-0.6	0	-12	-14	2	0
O=S(=O)(c1ccc(=S)[nH]c1)N1CCN(Cc2ccccc2)CC1	0	7	-5	-1	1.0	1	0	-9	1	3
Cc1cc([N+](=O)[O-])nn1Cc1noc(C(=O)NCc2ccc3c(c2)OCO3)n1	-1	3	-1	2	-0.1	-4	-4	1	4	-1
c1ccc(Cc2c(-c3ccccc3)nc3c4ccccc4ccn23)cc1	0	17	4	19	-0.2	1	-3	-12	0	2
COc1ccc(CNC(=O)CN(Cc2ccco2)C(=O)CNS(=O)(=O)c2ccc(F)cc2)cc1	-3	-2	0	3	0.3	-2	-5	6	-1	-2
Cc1ccc(S(=O)(=O)c2cn(Cc3ccc(F)cc3)c3cc4c(cc3c2=O)OCO4)cc1	-10	-1	4	4	-5.0	3	-21	12	0	-15
COc1ccc(C(=O)Nc2cc(=O)n(C)c(=O)n2C)cc1	-1	-5	4	3	-0.4	-4	0	4	-3	-2
COc1ccccc1/C=C/C(=O)OCC(=O)c1cc(C)n(C)c1C	-31	6	-1	-1	-1.1	-1	-42	-6	4	-25
CCN1CCN(c2ncc(C(=O)N3CCN(c4ccccc4OC)CC3)c3ccccc23)CC1	-2	3	3	-1	0.3	15	-5	7	-1	-2
S=C(Nc1ccc(Cl)cc1)NC1CC2CCC(C1)N2Cc1ccccc1 (configuration not stated)	-3	8	-3	-1	-0.8	-2	3	12	0	1
O=C(CN(CC1CCCO1)S(=O)(=O)c1ccc(S(=O)(=O)NCC2CCCO2)cc1)Nc1ccccc1 (configuration not stated)	-3	5	-2	-4	-0.6	-4	2	5	-3	-3
N#CC1C(=O)c2ccccc2C1c1ccccc1 (configuration not stated)	-4	16	-1	-2	9.9	-1	-32	-10	-3	-27
Cc1ccc(S(=O)(=O)NC(c2ccccc2)C(C)C(=O)n2nc(C)cc2C)cc1 (configuration not stated)	3	-3	-3	-3	0.1	-2	2	0	4	2
COc1ccc(OC)c(NC(=O)CCNC(=O)Cn2ccc3ccccc3c2=O)c1	-1	1	-1	0	0.0	4	-1	-3	2	1
O=C(COC(=O)c1ccco1)NCc1ccc(Cl)cc1	-3	-1	0	2	0.2	-3	-7	18	-1	2
O=C(Nc1cccc(-n2cnnn2)c1)c1ccc(C(F)(F)F)cc1	-1	2	-6	15	0.4	0	-1	3	4	1

Brought forward from above: two compounds, then new ones.
structure	ADAM17 inh	ASAP1 GAP inh	Tn7 DDE FP	UHRF1 binding	KLK7 zymogen act	DDE Tn6 FP inh	PLCb3 inh	ARFGAP1 inhibitor	MBD2 DNA inh	PLC-gamma1 inh
O=C(COC(=O)c1ccco1)NCc1ccc(Cl)cc1	-3	-1	0	2	0.2	-3	-7	18	-1	2
O=C(Nc1cccc(-n2cnnn2)c1)c1ccc(C(F)(F)F)cc1	-1	2	-6	15	0.4	0	-1	3	4	1
CCCc1ccc(S(=O)(=O)N/N=C\c2ccc3c(c2)OCO3)cc1	-3	3	-3	0	-0.1	1	-7	-6	-2	-3
COc1ccc(O)c(/C=N/NC(=O)c2cccc(N3CCCC3=O)c2)c1	-2	5	-3	0	-3.6	-1	-15	-3	-3	-7
O=c1c2cc(Cl)cc(Cl)c2nc2n1CCC2	4	13	1	-1	-0.7	3	-1	2	-1	3
O=C1NC(c2ccc(Cl)cc2)Oc2ccccc21 (configuration not stated)	-13	5	-1	-1	-1.6	1	-8	3	1	-4
CCCCCCCCCCCCCC(=O)O	-2	11	1	-2	0.3	7	1	-4	0	-2
Cc1cccc(OCC(=O)NNC(=O)CCCCC(=O)NNC(=O)COc2cccc(C)c2)c1	-6	1	6	4	0.5	7	-8	3	1	1
COc1ccc(S(=O)(=O)NC2CC(=O)N(c3ccc(C)c(C)c3)C2)cc1 (configuration not stated)	-1	8	-1	4	-0.1	-9	-1	-9	2	5
O=C(c1ccncc1)N1CCN(S(=O)(=O)c2cccc(Cl)c2)CC1	2	-7	3	1	-0.3	7	3	27*	-8	-1
CC(=O)c1c(C)[nH]c(C(=O)OCC(=O)Nc2cccnc2Cl)c1C	-3	2	-2	2	-0.5	-4	2	-2	8	0
COc1ccc(NC(=O)c2oc3ccccc3c2NC(=O)C(C)(C)C)cc1	9.7*	17	-7	5	0.6	3	-46	8	2	-25
CCOC(=O)c1cc(NC(=O)c2ccc(C)cc2)c(=O)oc1C(F)(F)F	-2	4	0	-3	0.0	-5	0	6	-3	1
Cc1cc(-c2n[nH]c(=S)n2/N=C/c2ccccc2[N+](=O)[O-])n[nH]1	11*	2	-3	3	-0.4	-2	10	-1	-4	7
O=C(CN(c1ccccn1)S(=O)(=O)c1ccccc1)N/N=C/c1cccc([N+](=O)[O-])c1	-4	-3	4	1	0.3	-1	1	7	0	-1
O/N=C/c1ccc2ccccc2n1	-6	-9	1	-3	0.3	6	-5	5	-12	-4
CC1=NN(C(N)=S)C(=O)C1N=Nc1ccc(S(N)(=O)=O)cc1 (configuration not stated)	-1	10	6	-17	-0.6	12	-7	-6	-8	0
CC(=O)C1=C(C)N(Cc2ccc(F)cc2)C(=S)NC1c1cccc(Br)c1 (configuration not stated)	7	8	-5	-1	0.3	-7	0	9	-2	5
Cc1ccc(S(=O)(=O)c2c(C)nn(C(C)(C)C)c2OC(=O)c2cccs2)cc1	3	11	3	2	0.5	0	1	10	1	7
CCOCCC(=O)Nc1cc(Cl)ccc1OC	-1	-2	-11	2	0.0	0	-109	-7	-5	2
CCC(OC(=O)c1ccco1)C(=O)NCc1ccc(C)cc1 (configuration not stated)	-3	10	-3	3	0.5	5	-1	8	5	0
CCc1nc2ccc(C(=O)N3CCN(c4ccccc4)CC3)cn2c1N(C)CCCc1ccccc1	-3	6	4	1	0.3	-13	-21	-3	-4	-13

Structures listed above printed as active in ADAM17 inh.
Molecule | ADAM17 inh | ASAP1 GAP inh | Tn7 DDE FP | KLK7 zymogen act | DDE Tn6 FP inh | PLCb3 inh | ARFGAP1 inhibitor | MBD2 DNA inh | PLC-gamma1 inh
COc1ccc(NC(=O)c2oc3ccccc3c2NC(=O)C(C)(C)C)cc1 | 9.7* | 17 | -7 | 0.6 | 3 | -46 | 8 | 2 | -25
Cc1cc(-c2n[nH]c(=S)n2/N=C/c2ccccc2[N+](=O)[O-])n[nH]1 | 11* | 2 | -3 | -0.4 | -2 | 10 | -1 | -4 | 7
